TIM10 inh: growth inhibitors of isogenic TIM10 control yeast, primary screen, counter-screen for tim10-1 yeast inhibitor project, luminescence, uHTS | S. cerevisiae TIM10 strain growth, BacTiter-Glo luminescence, 24 h | inhibition, % at 10 µM | actives 1.4% (n = 330,000);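 active = inhibition of 40% or more at the single tested concentration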;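 note: wild-type TIM10 isogenic control strain grown at permissive 25 °C; 0% = DMSO yeast wells and 100% = minimal medium wells without yeast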
hIAP act: human IAP activators, primary screen, biochemical, luminescence, uHTS. Intestinal-type alkaline phosphatase (Homo sapiens), P09923. purified human IAP, CDP-Star luminescence, 30 min; stronger effect = higher value; 1 = vehicle-only enzyme, 0 = enzyme-free background. activation factor at 10 µM. actives 0.16% (n = 330,000). AID 2524, 2010;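 active = activation factor of the enzyme at least 2-fold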; note: the source names both 10 and 20 µM as test concentration; values of inactives mirror those of a sister screen read the other way
tim10-1 inh: growth inhibitors of tim10-1 mutant yeast, primary screen, luminescence, uHTS; inhibition, % at 20 µM; AID 463190, 2010; S. cerevisiae tim10-1 ts strain growth, BacTiter-Glo, 24 h; actives 2.2% (n = 330,000);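 active = inhibition of at least 40%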;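 note: mutant grown at 25 °C; 0% = DMSO wells with yeast and 100% = wells holding no yeast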
hIAP block: human IAP inhibitors, primary screen, biochemical, luminescence, uHTS; inhibition, % at 10 µM; actives 0.12% (n = 330,000); Intestinal-type alkaline phosphatase (Homo sapiens), P09923; purified IAP, CDP-Star luminescence, 30 min;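 active = inhibition reaching a set limit with compound at 10 µM in the primary screen, cut at about 35% in these data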;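 note: plate controls were DMSO wells with enzyme for no effect and no-enzyme buffer wells for full effect; values of inactives mirror those of a sister screen read the other way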
Apaf-1 inh: inhibitors of human Apaf-1 apoptosome, primary screen, biochemical, DEVD-Rh110 fluorescence, uHTS | Apoptotic protease-activating factor 1 (Homo sapiens), O14727 | reconstituted apoptosome caspase-3 activity | inhibition, % at 20 µM | actives 0.71% (n = 330,000) | AID 489030, 2010; active = inhibition of at least 40% at 20 µM;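 note: plate controls were DMSO wells for no effect and DEVD-CHO caspase inhibitor wells for full effect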
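System: Apoptosome proteins | Medium: Hepes pH 7.5 with detergent and BSA | Also added: Cytochrome c trigger plus (Z-DEVD)2-Rh110 caspase-3 substrate | Incubation: 30 min compound preincubation, 50 min activation, room temperature | Detection: Rhodamine 110 fluorescence at Ex 480/Em 540 nm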
mIAP inh: inhibitors of mouse IAP, primary screen, biochemical, luminescence, uHTS; intestinal alkaline phosphatase [Mus musculus]; purified mouse IAP, CDP-Star luminescence, 30 min; inhibition, % at 10 µM; actives 0.2% (n = 330,000);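 active = inhibition of at least 40% at 10 µM in the primary screen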;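 note: plate controls were DMSO with enzyme for no effect and no enzyme wells for full effect; values of inactives mirror those of a sister screen read the other way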
NALP3 yeast inh: NALP3 inflammasome inhibitors in reconstituted yeast, primary screen, luminescence, uHTS; Yeast reconstituted NLRP3/ASC/caspase-1, beta-gal luminescence, 24 h; inhibition, % at 10 µM; actives 0.39% (n = 330,000);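 active = inhibition of 50% or more; inactive = inhibition below 50%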;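 note: plate controls were induced DMSO wells for no effect and uninduced yeast grown without galactose for full effect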
mIAP act: activators of mouse IAP, primary screen, biochemical, luminescence, uHTS. activation factor at 10 µM. intestinal alkaline phosphatase [Mus musculus]. muIAP, CDP-Star luminescence, 30 min; stronger effect = higher value; 1 = vehicle-only enzyme signal, 0 = enzyme-free wells. actives 0.24% (n = 330,000);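 active = activation factor of at least 2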; note: the source names both 10 and 20 µM as test concentration; values of inactives mirror those of a sister screen read the other way
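also added = chemiluminescent substrate CDP-Star | test system = mouse IAP enzyme | signal = chemiluminescence readout | compound = DMSO-dissolved test compounds | incubation = 30 min at room temperature | benchmarks = DMSO wells, no-enzyme wells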
ATG4B inh: ATG4B protease inhibitors, primary screen, biochemical, fluorescence, uHTS. ATG4B cleavage of LC3-PLA2, NBD-HPC fluorescence, 1 h. inhibition, % at 8.33 µM. actives 0.51% (n = 340,000); in the data active = inhibition above about 40%
Numbers without * were called inactive; . = not tested or not shown.

Molecule,TIM10 inh,hIAP act,tim10-1 inh,hIAP block,Apaf-1 inh,mIAP inh,NALP3 yeast inh,mIAP act,ATG4B inh
C=C(C)CNC(=S)Nc1ccc(S(=O)(=O)Nc2cnc3ccccc3n2)cc1,9.0,0.902,-1.7,9.8,-18.4,6.3,0.3,0.937,-6.7
CCn1c(SCC(=O)NCC2CCCO2)nnc1-c1ccccc1 (centres undefined),12.2,1.01,3.6,-1.2,-16.8,0.2,0.3,0.998,-1.0
Cc1ccc(NC(=O)CSc2nnc(CNC(=O)c3ccco3)o2)cc1Cl,-10.9,1.16,-13.2,-16.1,-4.3,-1.8,21.9,1.02,-4.5
CCOC(=O)Cc1csc(NC(=O)CSc2nnc3ccccn23)n1,-14.7,0.992,7.3,0.8,9.8,-2.4,-6.2,1.02,0.7
COCCn1nnnc1C(c1cc2c(C)cc(C)cc2[nH]c1=O)N1CCCCCC1 (centres undefined),-3.9,0.728,3.4,27.2,-4.5,13.4,-2.6,0.866,-27.8
O=C(O)c1cccc(S(=O)(=O)Nc2ccc(OCc3ccccc3)cc2)c1,-1.0,0.894,-6.8,10.6,4.5,7.2,15.6,0.928,-13.2
COC(=O)c1cc(C(=O)NCCCN2CCOCC2)cc([N+](=O)[O-])c1,-17.6,0.957,6.2,4.3,-5.2,3.1,12.2,0.969,0.4
COc1ccccc1NC(=O)CSc1nnc(CC(=O)Nc2ccccc2)n1C,-2.9,0.931,2.3,6.9,-8.8,-0.7,12.0,1.01,5.9
CC(C)(C)C1CCC(=NNc2ccc(S(N)(=O)=O)cc2[N+](=O)[O-])CC1 (centres undefined),25.9,0.954,27.1,4.6,18.8,10.8,12.1,0.892,6.3
COc1ccc(NC(=O)C2CCCN(S(=O)(=O)c3c(C)n[nH]c3C)C2)cc1 (centres undefined),-3.0,1.11,14.5,-10.7,-2.9,-9.3,11.4,1.09,7.1
CC(C)Oc1ccc(C(=O)NC2=NCCS2)cc1,1.9,0.991,10.6,0.9,-6.6,2.5,5.4,0.975,-4.0
O=C(NCc1ccccc1)Nc1cccc2ccccc12,-17.9,1.1,-11.2,-10.1,2.5,-64.9,14.5,1.65,11.8
COc1ccc(/C=C2\C(=O)ON=C2c2ccccc2)cc1OC,20.8,0.95,28.2,5.0,-18.1,3.2,19.2,0.968,5.7
COC(=O)C1CCN(C(=O)C2CCN(C(=O)[C@H](C)NS(=O)(=O)c3ccc(C)cc3)CC2)CC1,-2.9,0.829,4.5,17.1,-11.5,4.1,-13.2,0.959,-22.2
CC(C)CN(C(=O)COC(=O)c1ccccc1SCC(=O)NC1CCCCCC1)C1CCS(=O)(=O)C1 (centres undefined),17.4,1.04,5.3,-3.9,5.2,-1.9,9.4,1.02,-5.2
Cc1ccc(C)c(NC(=O)CN2C(=O)CNC2=O)c1,5.0,0.988,15.1,1.2,11.0,-4.1,20.5,1.04,-4.9

Entries of single compounds as entered above. Order of values: TIM10 inh	hIAP act	tim10-1 inh	hIAP block	Apaf-1 inh	mIAP inh	NALP3 yeast inh	mIAP act	ATG4B inh
CC(C)(C)C1CCC(=NNc2ccc(S(N)(=O)=O)cc2[N+](=O)[O-])CC1 (centres undefined) in the list: 25.9	0.954	27.1	4.6	18.8	10.8	12.1	0.892	6.3
Cc1ccc(C)c(NC(=O)CN2C(=O)CNC2=O)c1 in the list: 5.0	0.988	15.1	1.2	11.0	-4.1	20.5	1.04	-4.9
CC(C)CN(C(=O)COC(=O)c1ccccc1SCC(=O)NC1CCCCCC1)C1CCS(=O)(=O)C1 (centres undefined) in the list: 17.4	1.04	5.3	-3.9	5.2	-1.9	9.4	1.02	-5.2

Following part
Molecule,TIM10 inh,hIAP act,tim10-1 inh,hIAP block,Apaf-1 inh,mIAP inh,NALP3 yeast inh,mIAP act,ATG4B inh
Cc1ccc(S(=O)(=O)NC2CCCCC2)c(C)c1NS(C)(=O)=O,-0.8,0.877,-2.5,12.3,-1.9,4.1,17.5,0.959,-10.4
Cc1cc(C(=O)OCC(=O)NC(=O)c2cccn2C)c2ccccc2n1,-34.5,0.885,-25.1,11.5,-126.7,-5.6,9.1,1.06,0.4
C=CCc1cccc2cc(C(=O)N(CC)CC)c(=O)oc12,-7.7,0.997,15.2,0.3,-3.0,-4.4,7.8,1.04,2.1
CCc1ccc(-c2nc(CS(=O)CC(=O)O)c(C)o2)cc1 (centres undefined),19.2,1.01,0.2,-0.7,-10.5,13.2,17.9,0.868,-3.3
CC(Oc1cccc(Cl)c1)C(=O)Nc1ccc([N+](=O)[O-])cn1 (centres undefined),26.3,0.925,37.9,7.5,-3.0,2.5,-8.8,0.975,-4.9
CCCC(NC(=O)CCc1c(C)c2cc3c(-c4ccccc4)coc3cc2oc1=O)C(=O)O (centres undefined),8.6,1.01,10.1,-1.5,8.3,0.1,23.4,0.999,3.2
CC(C)c1ccc(NC(=O)[C@@H](NC(=O)N2CC(=O)Nc3ccccc32)C(C)C)cc1,3.6,0.92,18.7,8.0,19.9,-21.9,1.2,1.22,-6.5
COc1ccc(CNC2C[C@H]3CCCC(=O)N4CC[C@@H](C2)[C@@H]34)cc1 (some centres undefined),-7.9,.,-3.8,.,22.7,-4.3,.,1.1,4.8
C=CCNC(=O)c1onc(CSc2ccccc2)c1C(=O)O,4.0,0.881,-6.1,11.9,5.8,1.5,7.4,0.985,-10.5
COc1ccc2nc(NC(=O)c3ccc(-c4cccc([N+](=O)[O-])c4)o3)sc2c1,13.0,1.02,-4.2,-2.5,-7.2,7.1,1.1,0.929,.
COc1ccc(/C(N)=N/OC(=O)c2ccc(Br)o2)cc1,-5.4,1.08,17.5,-8.0,13.5,0.8,16.6,0.992,-0.2
COc1ccc(Cl)cc1CN1CCOCC1,8.8,0.955,6.2,4.5,-15.4,-4.7,-3.8,1.05,6.7
Oc1ccc2[nH]ccc2c1,1.3,1,1.0,-0.2,-24.4,-4.6,21.9,1.05,-13.4
O=C(Cc1ccccc1)Nc1cccnc1,17.4,1.02,2.1,-2.2,8.0,3.9,-9.6,0.961,-7.9
CCOc1cc(/C=C2\C(=O)N(Cc3ccc(C)cc3)C(C)=C2C(=O)OC)ccc1O,28.1,1.2,44.1*,-20.4,10.4,24.1,-2.6,0.759,-3.7
O=C(O)/C=C/c1ccccc1[N+](=O)[O-],-22.2,1.2,-8.3,-20.4,-16.7,4.4,0.7,0.956,-5.7
O=c1c(=O)n2c(nn1Cc1ccc(F)cc1)sc1ccccc12,-23.1,0.986,-12.7,1.4,-3.1,1.5,2.5,0.985,-3.7
CN(CC(=O)Nc1ccc(F)cc1)C(=O)COC(=O)Cc1cccs1,5.9,1.27,8.9,-27.1,9.2,-6.1,9.6,1.06,-1.4
Cc1ccc(NC(=O)CCl)c(C)c1,1.4,0.989,5.5,1.1,2.2,5.1,-9.4,0.949,7.6
CC1CCN(S(=O)(=O)c2ccc(N/N=C(/C#N)C(N)=O)cc2)CC1,-51.0,1.03,0.3,-3.3,-0.4,2.8,14.0,0.972,0.2
CC(=O)N1CCN(C(=O)COC(=O)CNC(=O)c2ccccc2C)CC1,3.1,1,14.4,0.0,-2.4,-6.4,10.6,1.06,4.8
Cc1ccc(C)c(S(=O)(=O)N2CCN(CC(=O)Nc3ccc4c(c3)CCC4)CC2)c1,16.5,1.09,23.9,-9.3,23.9,-42.0,3.9,1.42,-9.2
O=C1C2CSCN2C(=O)CN1CCCN1CCN(C(c2ccccc2)c2ccccc2)CC1 (centres undefined),8.7,1.2,-11.4,-19.8,10.3,9.9,8.0,0.901,-15.3
COc1cc(C(=O)/C=C/c2cccnc2)c([N+](=O)[O-])cc1OC,41.2*,0.99,42.0*,1.0,-3.5,-5.8,16.8,1.06,-1.1
CC(C)CN(CCCNC(=O)CN1C(=O)COc2ccc(S(=O)(=O)N3CCOCC3)cc21)CC(C)C,-11.3,1.16,18.8,-16.1,-1.3,-7.8,12.9,1.08,4.1
O=C(COC(=O)Cc1cccs1)Nc1ccccc1Cl,-22.0,1.07,16.5,-6.9,-0.6,2.4,2.0,0.976,-10.6
O=C(NC(=S)Nc1ncccn1)c1ccccc1Cl,4.5,0.985,16.6,1.5,0.4,1.7,14.6,0.983,3.5
CN(C)S(=O)(=O)c1cc([N+](=O)[O-])ccc1N1CCCCCC1,17.5,1.09,32.3,-8.8,13.4,-4.0,14.0,1.04,-1.1
COc1ccc(NC(=O)CN2C(=O)COc3ccc(S(=O)(=O)N4CCOCC4)cc32)c(OC)c1,-10.1,0.734,-5.1,26.6,-13.3,-2.2,7.1,1.02,-11.4
COc1ccccc1N(CC(=O)NC1CCCC1)C(=O)C1(C)CC(=O)N=C2C=CC(C)=CN21 (centres undefined),-10.9,1.14,10.0,-14.1,2.5,-7.6,18.9,1.08,-6.3
N#C/C(=C(\O)c1cc(Cl)sc1Cl)c1nc2ccccc2[nH]1,18.8,1.12,9.5,-12.3,6.7,6.2,9.0,0.938,1.7
Cc1ccc(O)c(NC(=O)c2cccc(NC(=O)c3ccco3)c2)c1,16.8,0.971,-10.8,2.9,8.8,-3.0,5.6,1.03,-8.5
Cc1ccc(NC(=O)CSc2nnc(-c3ccccn3)n2N)cc1F,-10.9,1.12,-6.3,-12.3,-3.8,-6.4,-1.1,1.06,-4.7
CC(=O)NS(=O)(=O)c1ccc(NC(=S)NC(=O)CC(C)C)cc1,-13.6,0.944,5.4,5.6,-5.3,0.6,16.3,0.994,-8.7

Source: PubChem (Sanford-Burnham Center for Chemical Genomics)
